SRC1 inh: human NCOA1 inhibition | HEK293 GAL4-SRC1 luciferase reporter, luminescence | Q15788 | AID 588354 | 360,000 compounds, 0.12% hits | inhibition, % at 3.6 µM;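 active = inhibition above the campaign mean plus 3 SD, with each screening campaign given its own cutoff, cut at about 60% in these data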;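 also: 0% = DMSO treated cells and 100% = gossypol at 36 µM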
MC4R barr agon: agonists of human melanocortin 4 receptor (MC4R) beta-arrestin; AID 540308; U2OS MC4R beta-arrestin complementation, luminescence; percent of melanotan II response, DMSO zero; 360,000 compounds, 0.98% hits; activation, % at 8.9 µM; P32245;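 active = activation above a per-plate cutoff, the mean activation of sample wells on that plate plus 3 SD, cut at about 8% in these data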
NR5A2 inv ag: NR5A2 inverse agonism in reporter assay | O00482 | HEK293T StAR-luciferase reporter, LRH-1 transfected, 24 h | inhibition, % at 3.6 µM | 360,000 compounds, 0.13% hits;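 active = inhibition above the mean inhibition of all tested compounds plus 3 SD, cut at about 73% in these data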;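 also: 0% = DMSO wells and 100% = reporter-only cells lacking LRH-1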
MC4R antagonist: antagonists of human melanocortin 4 receptor (MC4R) | inhibition, % at 6.5 µM | 360,000 compounds, 0.48% hits | AID 540295 | MC4R-expressing cells, MTII-stimulated cAMP, LANCE TR-FRET;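 active = inhibition above its plate's cutoff, the mean of tested wells on that plate plus 3 SD, cut at about 29% in these data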;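 also: 0% = Melanotan II alone and 100% = Melanotan II plus saturating MCL0020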
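material = U2OS cells stably expressing human melanocortin 4 receptor (MC4R) | also added = Melanotan II challenge | dosing = single nominal compound dose of 6.5 µM | detection = TR-FRET with Eu-cAMP and labeled anti-cAMP, 671 nm | replication = singlicate | timing = compound 30 min, challenge 1 h, detection 1 h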
NCOA3 inh: inhibitors of human steroid receptor coactivator 3 (SRC3); inhibition, % at 3.6 µM; 360,000 compounds, 0.17% hits; Q9Y6Q9; HEK293 GAL4-SRC3 luciferase reporter, luminescence;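 active = inhibition above a per-campaign cutoff, the mean of all compounds plus 3 SD, cut at about 60% in these data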;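 also: 0% = DMSO-treated cells and 100% = gossypol-treated cells at 36 µM; higher means less SRC3-driven luciferase light from the GAL4 reporter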
COUP-TFII inh: blocks human COUP-TFII nuclear receptor | 370,000 compounds, 0.7% hits | P24468 | HEK293T NGFI-A luciferase reporter, luminescence | inhibition, % at 8.6 µM;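 active = inhibition above a per-plate cutoff, mean inhibition of test wells between control levels plus 3 SD, cut at about 38% in these data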;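 also: cells cotransfected with COUP-TFII expression vector driving the NGFI-A reporter; 0% = median of COUP-TF2 test wells and 100% = reporter-only cells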
TLR9-MyD88 inh: TLR9-MyD88 interaction inhibition; inhibition, % at 4.98 µM; 340,000 compounds, 0.21% hits; CHO BLA complementation TLR9-MyD88, CCF4 FRET ratio; Q9NR96+Q99836; AID 504734;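 active = inhibition above the mean over all tested compounds plus 3 SD, cut at about 21% in these data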;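 also: 0% = DMSO only wells and 100% = clavulanate BLA inhibitor control wells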
NCOA2 inhibitor: inhibits human steroid receptor coactivator 2 | Q15596 | HEK293 GAL4-SRC2 luciferase reporter, luminescence | inhibition, % at 9 µM | 370,000 compounds, 0.17% hits | AID 651957;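 active = inhibition above the mean inhibition of all tested compounds plus 3 SD, set per campaign, cut at about 52% in these data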;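 also: 0% = DMSO treated cells and 100% = cells given Gossypol at 36 µM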
LMP1 NFkB inh: Epstein-Barr LMP1 NF-kappaB reporter inhibition | inhibition, % at 12.5 µM | LMP1-induced NF-kappaB luciferase reporter cells, luminescence | 350,000 compounds, 0.69% hits; in the data active = inhibition above about 41%;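 also: 0% = neutral control wells and 100% = reference inhibitor control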
NOD2 RIPK2 PPI: inhibitors of human NOD2-RIPK2 interaction; O43353; CHO BLA complementation NOD2-RIPK2, CCF4 ratio; inhibition, % at 4.98 µM; 360,000 compounds, 0.38% hits; in the data active = inhibition above about 21%;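 also: 0% = vehicle only and 100% = reference blocker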
ABHD5-PLIN5 inh: ABHD5-PLIN5 protein interaction inhibition; Split G. princeps luciferase complementation, luminescence, 4 h; Q00G26+Q8WTS1; 360,000 compounds, 0.78% hits; inhibition, % at 4 µM; AID 602281;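 active = inhibition above the mean inhibition across every tested compound plus 3 SD, cut at about 22% in these data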;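 also: 0% = DMSO only wells and the 100% control is not disclosed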
Target sequence (Q00G26 whole entry, looked up): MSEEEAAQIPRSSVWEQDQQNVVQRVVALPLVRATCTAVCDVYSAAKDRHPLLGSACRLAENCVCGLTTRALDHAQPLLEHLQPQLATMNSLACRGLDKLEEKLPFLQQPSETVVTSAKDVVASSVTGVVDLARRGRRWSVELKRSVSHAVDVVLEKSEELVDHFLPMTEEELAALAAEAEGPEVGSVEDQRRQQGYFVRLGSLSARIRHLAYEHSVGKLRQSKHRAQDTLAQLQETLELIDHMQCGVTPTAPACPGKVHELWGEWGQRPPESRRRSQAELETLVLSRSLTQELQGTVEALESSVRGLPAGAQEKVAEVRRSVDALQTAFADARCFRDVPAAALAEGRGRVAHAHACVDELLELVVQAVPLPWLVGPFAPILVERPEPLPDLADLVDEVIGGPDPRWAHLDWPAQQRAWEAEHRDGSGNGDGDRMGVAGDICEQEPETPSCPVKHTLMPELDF
Target sequence (Q8WTS1 whole entry, looked up): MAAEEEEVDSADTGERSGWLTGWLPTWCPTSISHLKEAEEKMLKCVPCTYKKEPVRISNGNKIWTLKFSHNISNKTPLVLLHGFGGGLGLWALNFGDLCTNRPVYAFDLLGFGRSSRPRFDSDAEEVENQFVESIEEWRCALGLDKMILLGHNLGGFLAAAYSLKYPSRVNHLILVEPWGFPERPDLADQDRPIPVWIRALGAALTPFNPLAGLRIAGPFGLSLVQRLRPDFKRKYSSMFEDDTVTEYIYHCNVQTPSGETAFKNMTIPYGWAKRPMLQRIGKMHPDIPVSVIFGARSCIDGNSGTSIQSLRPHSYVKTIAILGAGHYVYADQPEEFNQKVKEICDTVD
Active calls of the source: *; . = no result given. This is a subset (hit frequency here may not be typical).

SMILES	SRC1 inh	MC4R barr agon	NR5A2 inv ag	MC4R antagonist	NCOA3 inh	COUP-TFII inh	TLR9-MyD88 inh	NCOA2 inhibitor	LMP1 NFkB inh	NOD2 RIPK2 PPI	ABHD5-PLIN5 inh
O=C(CSc1nnc2ccccn12)Nc1ccc(N2CCOCC2)cc1	11	-0.9	-6	7	4	-2	-9	-3	3	-6	7
C[C@H](CO)N1C[C@H](C)[C@H](CN(C)S(=O)(=O)c2cccs2)Oc2ncc(-c3cc4ccccc4o3)cc2C1=O	-25	-1.8	11	-2	3	5	-8	2	0	-4	-4
Cc1c(OCC(=O)N[C@H](C(=O)O)c2ccccc2)ccc2c3c(c(=O)oc12)CCCC3	-26	-1.2	-22	7	8	-16	-3	3	-8	2	-6
COc1cc2[nH]c(=S)n(Cc3ccc(C)cc3)c(=O)c2cc1OC	0	5.6	-2	-16	-15	11	4	-12	1	-5	-3
CC(C)CN(C(=O)C(c1ccccc1)c1ccccc1)c1c(N)n(CC(C)C)c(=O)[nH]c1=O	-6	-1.2	4	22	10	14	4	3	-12	-10	0
CCCN1CCC(=O)N([C@H](CN=[N+]=[N-])CC(C)C)CC1	8	-0.3	21	-3	-23	9	7	-20	3	-19	-2
O=C(CCC1CCCC1)N1CCN(C(=O)c2ccco2)CC1	-1	-1.7	1	7	10	-5	-5	10	-1	-4	4
CCCS(=O)(=O)NC(=O)C1(C)CCN(C(=O)c2sccc2C)C1 (stereo not given)	-10	-0.8	-15	6	-17	3	.	14	.	-6	-4
COc1ccc(Nc2oc(-c3ccco3)nc2S(=O)(=O)c2ccc(F)cc2)cc1	7	-1.9	-9	8	-5	13	-5	12	1	0	1
Cc1cc(C)c(C#N)c(SCC(=O)Nc2cccc(S(=O)(=O)N3CCCC3)c2)n1	5	10.0*	-31	32*	-7	1	-2	6	1	-1	-10
Cc1nc2ccccn2c1C(=O)NN=C1CCCC1	-3	-2.6	3	24	-9	5	-4	-25	0	2	1
CCn1cc(CCCC(=O)NCc2cccnc2)c2ccccc21	-12	-0.3	4	6	-29	-1	-5	-14	-1	-5	-1
O=C(Nc1cccc(-c2nnc(-c3ccccc3)o2)c1)c1ccco1	-3	-1.9	7	7	0	12	-2	6	-4	-1	-1
Cc1ccc(S(=O)(=O)N2CC(C)N(S(C)(=O)=O)C2)cc1 (stereo not given)	4	-1.4	8	-4	14	-23	-2	-50	-7	-4	-4
COc1cccc(-c2cn(-c3cccc(C(F)(F)F)c3)c(=S)[nH]2)c1	-7	5.6	0	21	-1	8	6	27	5	2	-10
O=C(O)c1ccc(NC(=O)c2cccc(S(=O)(=O)Nc3ccc(C(=O)O)cc3)c2)cc1	-14	-0.8	18	7	19	7	4	-14	16	-2	1
Cc1ccc(C2=NOC(=O)/C2=C\c2ccccc2)cc1	-6	-1.3	-14	13	25	9	-6	-17	-2	-18	-8
CC1C(=O)N2CCCc3cc(S(=O)(=O)Nc4ccccc4C(N)=O)cc1c32 (stereo not given)	-9	-0.7	-16	11	-1	-8	5	-4	-6	0	1
Cc1ccc(S(=O)(=O)N(CC(=O)Nc2ccccc2C(=O)O)c2ccccc2)cc1	8	-2.3	3	-1	-4	6	2	1	-6	-16	-1
O=C(CCCn1cnc([N+](=O)[O-])n1)Nc1ccc(Cl)cc1Cl	-3	2.6	-23	-5	14	12	3	4	-7	-3	8
Cn1cccc1C1(C(F)(F)F)NCCNC1=O (stereo not given)	8	-0.1	6	2	8	2	7	3	3	-10	4
CCOc1ccccc1C1CC(c2cccs2)=NN1S(C)(=O)=O (stereo not given)	-7	0.7	9	15	11	9	.	11	-6	3	-6
O=c1ccc(NS(=O)(=O)c2ccccc2)cn1Cc1ccc(Cl)c(Cl)c1	-7	1.1	-13	-3	6	-1	-4	-11	-2	-7	-3
O=C1NC(=O)N(c2ccc(Cl)cc2)C(=O)/C1=C/c1ccc2c(c1)CCN2Cc1ccccc1Cl	-28	-0.9	-17	13	4	16	1	-7	-2	-13	6
N/C(Cc1nc(-c2ccc(Br)cc2)cs1)=N\O	-34	-3.6	-13	4	-30	-9	-5	-24	-18	5	4
The results go on.
SMILES	SRC1 inh	MC4R barr agon	NR5A2 inv ag	MC4R antagonist	NCOA3 inh	COUP-TFII inh	TLR9-MyD88 inh	NCOA2 inhibitor	LMP1 NFkB inh	NOD2 RIPK2 PPI	ABHD5-PLIN5 inh
O=C(CNC(=O)C1CCCCC1)OCc1cc(=O)oc2ccc3ccccc3c12	1	-2.7	7	16	-37	16	-17	18	-2	-3	-1
CC1(C)CC2CC(C)(CN2CC(=O)C(C#N)c2ccccc2)C1 (stereo not given)	-41	-0.8	-1	10	-18	2	9	9	3	0	-8
O=C(COC(=O)c1ccc2c(c1)S(=O)(=O)c1ccccc1C2=O)NC1CC1	3	-0.8	3	5	13	1	-4	-14	-2	-15	4
Cc1ccc(Cl)cc1N1CCN(C(=O)CCS(=O)(=O)c2cccc3nonc23)CC1	1	-0.3	-12	1	17	18	-3	-8	7	2	3
Cc1nnc(SCCn2c(N3CCN(C)CC3)nc3c2c(=O)[nH]c(=O)n3C)s1	-52	-0.3	23	9	11	-8	-4	11	-12	4	-2
COc1cccc(NC(=O)c2ccc(Cn3cc([N+](=O)[O-])cn3)o2)c1	-5	0.4	5	12	20	4	2	4	-16	-2	-6
O=C(CCC(=O)OCC(=O)c1ccc(Cl)cc1)NC1CCCCC1	-5	-1.6	-11	1	4	-1	6	11	-10	-6	3
O=C(CCSCCc1ccccn1)Nc1c(F)c(F)c(F)c(F)c1F	4	-1.1	24	-3	13	10	-2	-21	7	-19	-6
CCOC(=O)c1cnc2c(C(=O)OC)cccc2c1NCc1cccnc1	2	-1.4	18	12	-6	-18	3	-15	-2	6	1
CC(=O)OC1CCC2(C)C(=CCC3C2CCC2(C)C3CC3ON=C(C)C32)C1 (stereo not given)	-10	0.3	-15	4	15	14	-6	-2	8	-11	-3
C[C@H]1Cn2cnc(C(=O)Nc3cccc(Cl)c3)c2C(=O)N1	24	1.2	25	15	29	26	-6	17	35	2	3
COCCN(CC(=O)Nc1cccc(C)c1C)C(=O)c1cc(-c2ccncc2)nc2ccccc12	5	-0.8	-5	19	-5	8	-10	-18	-5	-18	0
O=[N+]([O-])c1ccc(N2CCCCC2)s1	-10	-2.3	13	-5	2	-14	10	-29	7	-7	1
Cc1c(Cc2ccccc2)c(NCCCO)n2c(nc3ccccc32)c1C#N	-8	-2.6	2	2	-3	-4	.	-13	.	3	1
Cc1cc(=O)oc(C)c1C(=O)Nc1ccccc1F	12	-1.5	-3	4	11	0	-2	10	-5	-9	4
COc1ccc(CCN2C(=O)CN(Cc3ccccc3)CC2=O)cc1OC	3	0.1	39	1	1	2	10	-20	-14	0	-2
CC(C)Cc1cc(C(=O)N(C)C2CCCN(Cc3ccccc3F)C2)n(C)n1 (stereo not given)	-1	0.2	8	7	7	18	-3	23	1	-12	-9
Cc1ccc(C)c(CSc2nnc(-c3cccnc3)o2)c1	-9	0.5	-13	-2	19	6	4	4	6	13	-10
CC(O)(c1ccc(F)c(F)c1)c1nc(-c2cccc(C#N)c2)cs1 (stereo not given)	13	2.3	34	-3	12	12	.	17	.	-2	5
Nc1c(N(Cc2ccco2)C(=O)COc2ccccc2F)c(=O)[nH]c(=O)n1Cc1ccccc1	4	2.8	2	-2	16	-2	-6	20	4	-4	6
COC(=O)[C@]1(C)N[C@H](CN(C)C(=O)C2CCCCC2)[C@@H]2C(=O)N(Cc3ccccc3)C(=O)[C@@H]21	-9	0.5	-26	0	-11	3	15	-6	-6	1	8
CCOC(=O)C[C@@H]1OC[C@H](Cc2ccccc2)N1S(=O)(=O)c1ccc(C)cc1	.	.	19	.	.	-4	.	10	.	-5	6
O=C1C=CN2CCOCC2C1 (stereo not given)	5	0.1	-6	0	-3	9	3	4	-2	-1	3
COc1ccc(-c2noc(CCC(=O)NCc3ccco3)n2)cc1	6	-1.3	-7	7	-7	1	1	3	-7	2	6
COc1ccc(OCC(=O)N/N=C(\CCC(=O)O)c2cccs2)cc1	-18	-0.7	8	1	0	-2	-3	13	-2	-5	2
Clc1ccc(OCCCCSc2ncccn2)cc1	-9	-1.0	-1	-1	0	-8	2	7	2	-2	-7
O=C(C1CCN(S(=O)(=O)c2cccc3cccnc23)CC1)N1CCCC1	-17	-0.9	-16	-1	16	-10	4	10	-2	1	7

Structural class: the compounds so far with an aryl methoxy group.
SMILES	SRC1 inh	MC4R barr agon	NR5A2 inv ag	MC4R antagonist	NCOA3 inh	COUP-TFII inh	TLR9-MyD88 inh	NCOA2 inhibitor	LMP1 NFkB inh	NOD2 RIPK2 PPI	ABHD5-PLIN5 inh
COc1cc2[nH]c(=S)n(Cc3ccc(C)cc3)c(=O)c2cc1OC	0	5.6	-2	-16	-15	11	4	-12	1	-5	-3
COc1ccc(Nc2oc(-c3ccco3)nc2S(=O)(=O)c2ccc(F)cc2)cc1	7	-1.9	-9	8	-5	13	-5	12	1	0	1
COc1cccc(-c2cn(-c3cccc(C(F)(F)F)c3)c(=S)[nH]2)c1	-7	5.6	0	21	-1	8	6	27	5	2	-10
COc1cccc(NC(=O)c2ccc(Cn3cc([N+](=O)[O-])cn3)o2)c1	-5	0.4	5	12	20	4	2	4	-16	-2	-6
COc1ccc(CCN2C(=O)CN(Cc3ccccc3)CC2=O)cc1OC	3	0.1	39	1	1	2	10	-20	-14	0	-2
COc1ccc(-c2noc(CCC(=O)NCc3ccco3)n2)cc1	6	-1.3	-7	7	-7	1	1	3	-7	2	6
COc1ccc(OCC(=O)N/N=C(\CCC(=O)O)c2cccs2)cc1	-18	-0.7	8	1	0	-2	-3	13	-2	-5	2

A few values from the list.
Entry of `O=C1C=CN2CCOCC2C1` (stereo not given) in NCOA3 inh: -3
Entry of `Nc1c(N(Cc2ccco2)C(=O)COc2ccccc2F)c(=O)[nH]c(=O)n1Cc1ccccc1` in MC4R antagonist: -2
